LRH-1 inv ag – LRH-1 (NR5A2) inverse agonists, primary screen, cell-based, luminescence, HEK293T, StAR-luciferase reporter; hit rate 0.13% among 360,000; inhibition, % at 3.6 µM; LRH-1 transfected, 24 h; Nuclear receptor subfamily 5 group A member 2 (Homo sapiens), O00482;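 active = inhibition above the mean inhibition of all tested compounds plus 3 SD, cut at about 73% in these data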;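 note: 0% = DMSO wells and 100% = reporter-only cells lacking LRH-1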
Target sequence (O00482 whole entry, looked up): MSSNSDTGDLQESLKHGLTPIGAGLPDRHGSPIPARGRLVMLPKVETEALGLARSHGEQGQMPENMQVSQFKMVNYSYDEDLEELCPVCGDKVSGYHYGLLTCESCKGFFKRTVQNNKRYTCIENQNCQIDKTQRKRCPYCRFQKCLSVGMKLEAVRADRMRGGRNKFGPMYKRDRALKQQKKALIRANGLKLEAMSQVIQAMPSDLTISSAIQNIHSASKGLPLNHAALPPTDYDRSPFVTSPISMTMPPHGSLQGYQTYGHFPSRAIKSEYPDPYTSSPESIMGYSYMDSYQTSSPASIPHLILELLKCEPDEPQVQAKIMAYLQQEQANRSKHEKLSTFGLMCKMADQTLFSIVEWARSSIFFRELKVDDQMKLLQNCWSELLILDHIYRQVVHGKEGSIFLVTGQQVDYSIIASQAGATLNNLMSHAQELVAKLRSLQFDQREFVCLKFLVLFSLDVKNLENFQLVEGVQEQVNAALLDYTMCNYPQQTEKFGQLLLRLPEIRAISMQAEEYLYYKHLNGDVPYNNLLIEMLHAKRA
SRC2 inh – inhibition of GAL4-SRC2 driven luciferase reporter, primary screen, SRC2 inhibitor project, cell-based, luminescence; AID 651957, 2012; hit rate 0.17% among 370,000; Nuclear receptor coactivator 2 (Homo sapiens), Q15596; HEK293 GAL4-SRC2 luciferase reporter; inhibition, % at 9 µM;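 active = inhibition above the mean inhibition of all tested compounds plus 3 SD, set per campaign, cut at about 52% in these data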;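 note: 0% = DMSO treated cells and 100% = cells given Gossypol at 36 µM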
NOD2 RIPK2 PPI – NOD2-RIPK2 binding disruptors in cells, primary screen, fluorescence, CHO cells, BLA complementation | inhibition, % at 4.98 µM | hit rate 0.38% among 360,000 | CCF4 ratio | Receptor-interacting serine/threonine-protein kinase 2 (Homo sapiens), O43353; in the data active = inhibition above about 21%;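 note: 0% = vehicle only and 100% = reference blocker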
COUP-TFII inh – NR2F2 transcriptional activity inhibitors, primary screen, cell-based, luciferase reporter, HEK293T, luminescence; COUP transcription factor 2 (Homo sapiens), P24468; HEK293T NGFI-A luciferase reporter; inhibition, % at 8.6 µM; hit rate 0.7% among 370,000; AID 686940, 2013;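 active = inhibition above a per-plate cutoff, mean inhibition of test wells between control levels plus 3 SD, cut at about 38% in these data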;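 note: cells cotransfected with COUP-TFII expression vector driving the NGFI-A reporter; 0% = median of COUP-TF2 test wells and 100% = reporter-only cells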
Target sequence (P24468 whole entry, looked up): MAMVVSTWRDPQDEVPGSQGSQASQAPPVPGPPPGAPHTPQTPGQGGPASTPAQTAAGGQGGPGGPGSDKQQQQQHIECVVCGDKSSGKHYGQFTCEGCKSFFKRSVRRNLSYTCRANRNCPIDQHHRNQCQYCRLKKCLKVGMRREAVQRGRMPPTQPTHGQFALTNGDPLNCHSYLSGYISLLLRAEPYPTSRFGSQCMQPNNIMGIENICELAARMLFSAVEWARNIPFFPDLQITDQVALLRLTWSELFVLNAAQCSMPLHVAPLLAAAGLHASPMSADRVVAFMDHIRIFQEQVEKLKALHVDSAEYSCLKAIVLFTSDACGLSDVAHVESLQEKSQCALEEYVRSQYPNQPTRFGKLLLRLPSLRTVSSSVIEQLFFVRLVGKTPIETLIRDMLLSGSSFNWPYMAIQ
Exocytosis inh – LAMP-1 surface exposure blockers, TALL-104 cells – cell-based, flow cytometry, MLPCN library, primary screen; inhibition, % at 10 µM; hit rate 0.66% among 360,000; TALL-104 LAMP-1 surface exposure; cells stimulated with thapsigargin and PMA;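 active = inhibition above about 55%, limit read from the data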
ABHD5 PLIN5 PPI – ABHD5-PLIN5 interaction inhibitors, primary screen, cell lysate, split luciferase complementation, luminescence. Perilipin-5 (Homo sapiens) + 1-acylglycerol-3-phosphate O-acyltransferase ABHD5 (Homo …. Split G. princeps luciferase complementation, 4 h. inhibition, % at 4 µM. hit rate 0.78% among 360,000;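 active = inhibition above the mean inhibition across every tested compound plus 3 SD, cut at about 22% in these data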;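 note: 0% = DMSO only wells and the 100% control is not disclosed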
NCOA3 inh – SRC3 coactivator transcriptional activity inhibitors, primary screen, cell-based, luminescence; inhibition, % at 3.6 µM; HEK293 GAL4-SRC3 luciferase reporter; hit rate 0.17% among 360,000; Nuclear receptor coactivator 3 (Homo sapiens), Q9Y6Q9;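 active = inhibition above a per-campaign cutoff, the mean of all compounds plus 3 SD, cut at about 60% in these data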;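 note: 0% = DMSO-treated cells and 100% = gossypol-treated cells at 36 µM; higher means less SRC3-driven luciferase light from the GAL4 reporter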
TROY signal inh – inhibitors of TROY-driven NF-kB signaling, primary screen, Q293 LMP1-TROYcd cells, NF-kB luciferase, uHTS | Q293 LMP1-TROYcd NF-kB luciferase reporter, 4 h | inhibition, % at 10 µM | hit rate 0.98% among 360,000 | AID 1347056, 2019;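 active = compounds whose plate-normalised and pattern-corrected inhibition of the luciferase reporter signal at the single screening dose is 50% or more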
SRC1 inh – SRC1 coactivator transcriptional activity inhibitors, primary screen, cell-based, luminescence; HEK293 GAL4-SRC1 luciferase reporter; inhibition, % at 3.6 µM; hit rate 0.12% among 360,000; AID 588354, 2011;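 active = inhibition above the campaign mean plus 3 SD, with each screening campaign given its own cutoff, cut at about 60% in these data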;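 note: 0% = DMSO treated cells and 100% = gossypol at 36 µM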
TWEAK Fn14 block – inhibitors of TWEAK-Fn14 signaling, primary screen, luciferase reporter cells, uHTS; TWEAK-stimulated Fn14 reporter cells, luciferase luminescence, 8 h; inhibition, % at 10 µM; hit rate 2% among 360,000; in the data active = inhibition above about 50%
TLR9-MyD88 block – inhibitors of TLR9-MyD88 association in cells, primary screen, cell-based, CHO, BLA complementation, fluorescence; inhibition, % at 4.98 µM; CCF4 FRET ratio; hit rate 0.21% among 340,000; Toll-like receptor 9 (Homo sapiens) + Myeloid differentiation primary response protein …;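 active = inhibition above the mean over all tested compounds plus 3 SD, cut at about 21% in these data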;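 note: 0% = DMSO only wells and 100% = clavulanate BLA inhibitor control wells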
* hit, by the source's call; x = not tested or not shown.

SMILES	LRH-1 inv ag	SRC2 inh	NOD2 RIPK2 PPI	COUP-TFII inh	Exocytosis inh	ABHD5 PLIN5 PPI	NCOA3 inh	TROY signal inh	SRC1 inh	TWEAK Fn14 block	TLR9-MyD88 block
Cc1ccc(-n2sc3cc(F)ccc3c2=O)c(C)c1	-9	11	38*	14	42	66*	-10	-8	-12	-3	30*
Cc1ccc(-n2cccc2C(=O)NS(=O)(=O)c2ccc(C)cc2)cc1	3	-15	-18	21	-3	7	13	5	0	9	-7
Cc1cccc(OCC(=O)NCCNC(=O)c2cnccn2)c1	-16	-4	5	10	14	4	4	-10	9	14	-14
CCS(=O)(=O)c1ccc(O)c(NC(=O)COc2ccc(Br)cc2)c1	-6	-21	4	-11	6	7	-7	7	-12	3	-13
O=C(CCCCl)Oc1ccc2cc(-c3ccc4ccccc4n3)c(=O)oc2c1	-10	10	8	-7	3	3	-14	-27	-1	-21	9
O=[N+]([O-])c1ccc(N=Cc2sc3ccccc3c2O)cc1	-11	-46	-8	-1	-5	5	-1	-31	-1	-15	5
Cc1onc(-c2ccc(Cl)cc2Cl)c1-c1csc(N/N=C/c2ccccc2Cl)n1	-8	0	-4	3	-7	-3	19	-20	-2	-16	3
O=C1NC(=Nc2ccc(Cl)cc2)/C(=C/c2ccco2)S1	0	-17	-4	1	-3	0	-11	-29	0	3	1
Cc1ccc(S(=O)(=O)N2CCN(C(=O)CN(Cc3ccco3)Cc3cccs3)CC2)cc1	10	14	-6	4	-3	2	4	7	1	11	1
COC(=O)c1ccccc1NC(=O)C(C)Oc1ccccc1 (stereo unspecified)	6	-2	-3	11	1	0	4	-17	0	4	4
O=C1NC(=O)/C(=C\c2ccc(Oc3ccc([N+](=O)[O-])cn3)cc2)S1	6	5	3	5	-3	6	21	-28	2	13	0
CCOc1cccc(C(=O)N(Cc2ccc(F)cc2)C2CCS(=O)(=O)C2)c1 (stereo unspecified)	0	x	15	x	3	-4	3	-9	-18	16	-5
O=C(NCCN1CCC(n2c(=O)[nH]c3ccccc32)CC1)c1ccccc1C(F)(F)F	-35	16	6	9	-5	-4	x	9	x	8	x
Fc1cccc(Cl)c1Cn1nnc2c(N3CCC4(CC3)OCCO4)ncnc21	10	12	1	10	-2	-4	14	-3	-14	20	2
C=CCOc1c(Br)cc(CNn2cn[nH]c2=S)cc1OC	-8	0	-7	16	-3	-5	2	-7	-54	-11	-3
COCC(=O)N1CCC(Oc2ccc(C(=O)N3CCCCCC3)cc2)CC1	12	-21	-5	-16	-3	1	-6	-3	-11	-5	-5
O=C(NCc1cccnc1)c1ccc(Br)s1	0	-3	-12	-8	-2	10	4	4	-4	-19	5
CC1=C(C(=O)Nc2ccccc2)C(c2ccc(O)cc2)N2C(=O)CSC2=N1 (stereo unspecified)	-9	-14	0	-10	1	-14	5	-5	-1	4	2
COc1ccccc1Oc1ccccc1[N+](=O)[O-]	8	-15	1	-50	6	1	7	-16	8	5	2
CS(=O)(=O)N1CCC(C(=O)NCc2ccc(Cl)cc2Cl)CC1	-24	-12	-10	21	-1	3	16	-11	4	13	5
COc1ccc(CCNC(=O)COC(=O)c2cccs2)cc1	-3	-15	-7	12	-10	1	-12	-25	7	-6	-7
CCCCC(=O)Nc1c2c(nn1-c1ccc([N+](=O)[O-])cc1)CS(=O)(=O)C2	11	-48	-3	8	1	6	5	-6	-4	-9	2
C1=CC2CCC1ON2c1ccccc1 (stereo unspecified)	-18	-5	-7	-2	3	-1	6	-7	-1	12	-21
COc1cccc(COC(=O)c2c(C)nn(-c3ccccc3)c2Cl)c1OC	-16	-21	-6	-7	-2	-1	-11	1	-7	-13	-9
CCc1cc(=O)oc2cc(OCC(=O)NCC3CCC(C(=O)O)CC3)ccc12 (stereo unspecified)	17	-5	-2	13	-3	1	9	0	4	-16	4
COc1ccc(CC(=O)Nc2ccc(S(=O)(=O)N3CCC(C)CC3)cc2)c(OC)c1	-18	14	3	10	4	11	-27	23	6	18	7
Cc1ccc(CNC(=O)CC2C(=O)Nc3c2c(=O)n(C)c(=O)n3Cc2ccccc2)cc1 (stereo unspecified)	-13	8	0	-5	1	-9	0	-1	-29	-4	-2
O=C(NCc1ccco1)C1CCN(Cc2ccc(F)cc2)CC1	22	8	-12	-6	0	-2	-9	-14	0	0	9
COCc1nnc(NC(=O)CS(=O)(=O)Cc2ccccc2)s1	-4	2	-7	-4	-1	-6	15	15	6	0	1
Fc1ccccc1-c1nc(NCCCN2CCOCC2)c2ccccc2n1	-16	-8	-3	14	-1	10	11	-3	8	0	-2
Cc1ccc(S(=O)(=O)c2ccc(Cl)cc2)cc1S(=O)(=O)N1CCN(C)CC1	9	8	-1	-4	2	11	17	-11	-49	11	0
CC(=O)c1c(C)[n+]([O-])c2ccc3c(non3O)c12	5	7	1	7	-1	-2	-1	4	4	3	4
O=C(NCC(=O)N1CCC2(CC1)NCCc1[nH]cnc12)c1ccccc1F	-19	1	1	-18	-15	-7	-3	-20	3	1	-2
CCN1CCCC1CN(Cc1cc2ccc(C)cc2[nH]c1=O)C(=S)Nc1ccccc1C(=O)OC (stereo unspecified)	-1	-30	5	8	-3	-10	-7	13	-46	29	-2
COc1ccc(N2C(c3ccsc3)=Cc3cc4c(cc3C2c2c[nH]c3ccccc23)OCO4)cc1 (stereo unspecified)	34	-24	6	-20	-3	-5	x	27	x	-1	x
NCC(=O)CCC(=O)O	-17	21	-15	-4	1	-3	-6	-6	-7	-14	2
O=C(CCSc1ccc(F)cc1)NNC(=O)c1ccc([N+](=O)[O-])cc1	15	-16	-11	11	-4	-2	12	3	-26	-13	-7
O=C(Nc1ccc2c(c1)CCC2)c1ccc(F)c(S(=O)(=O)N2CCOCC2)c1	-79	-18	-4	-5	-3	5	-38	-110	-38	2	9
COc1ccc(CNC(=O)c2sc(=O)n(Cc3ccc(C)cc3)c2C)cc1OC	-8	-3	-6	11	-3	0	15	15	3	5	x
CN(C)S(=O)(=O)c1ccc(C(=O)Nc2nnc(Cc3ccccc3)s2)cc1	2	1	-4	-20	-6	7	-8	12	2	9	-10
CC(OC(=O)C(NC(=O)c1ccco1)C(C)C)C(=O)Nc1ncc(Cl)cc1Cl (stereo unspecified)	3	6	1	-2	-1	-2	10	x	3	10	3
O=C(NCCSc1ncc(-c2ccc(F)cc2)[nH]1)c1ccc2c(c1)OCO2	-2	-50	6	-10	26	-4	9	-1	-11	-20	-10
CCOc1ccc(NC(=O)c2ccc(CNc3c(NC4CCCCC4)c(=O)c3=O)cc2)cc1	6	-33	-1	-15	10	-1	-13	-31	3	0	-3
O=S(=O)(Nc1ccon1)c1cc(Cl)ccc1Cl	6	-20	-1	12	-2	4	18	-13	-14	-3	-9
CC(C)C[C@H](NC(=O)OC(C)(C)C)C(=O)N/N=C/C1=Cc2ccccc2OC1C (stereo partly specified)	2	-8	-4	20	-1	-4	-1	11	-25	-8	8
CCCCC[C@@H](C)N1C[C@H](COCc2ccccc2)Oc2cc(N3CC[C@H](O)C3)ccc2S1(=O)=O	-1	-17	-1	9	0	-2	x	7	x	22	x
O=C(CN1CCOc2ccccc21)NCc1cccs1	-2	-26	0	-1	1	3	16	-28	-2	-40	-3
O=C(O)C1CC=CCC1C(=O)Nc1cccc([N+](=O)[O-])c1 (stereo unspecified)	0	-2	0	7	0	5	4	-12	-5	-12	3
Cc1nn(C(C)(C)C)c(OC(=O)c2ccc3c(c2)OCO3)c1Sc1ccccc1	11	16	-11	17	3	-8	11	3	-4	25	-4
Cc1ccc(S(=O)(=O)Cc2ccc(C(=O)NC3CCCCCC3)o2)cc1	-4	-14	1	-3	3	-1	-23	2	-17	3	-7
Cc1cccc(C)c1OCc1cc(C(=O)N(Cc2c(C)nn(C)c2C)C2CC2)no1	12	10	4	51*	1	-3	23	5	19	27	1
CO/N=C/C(C(C)=O)C(=O)Nc1ccc(Cl)cc1Cl (stereo unspecified)	-12	6	3	12	3	2	9	-45	-4	-10	-3
COc1ccc(-c2ncccc2OC(=O)C23CC4CC(CC(C4)C2)C3)cc1OC	11	-20	-8	4	0	0	8	47	4	-17	-12
CC1=CC(=C(C#N)C#N)C=C(C)N1CCC(C)C	-1	-14	-3	10	6	8	22	5	6	-2	-6
O=C(Nc1ccnn1C1CCN(C(=O)CCc2ccc(F)cc2)CC1)C1CCOC1 (stereo unspecified)	10	10	11	0	-3	6	2	-4	9	2	-1
CCOc1cc(S(=O)(=O)NCc2ccncc2)c(C)cc1C	1	-6	-4	-8	-1	-1	2	-21	6	4	-5
CSc1nsc(SC)c1C(=O)O	16	-6	-1	3	0	-4	-7	7	-19	1	-12
CC(=O)Nc1ccc(S(=O)(=O)NCCC(=O)OCC(=O)c2ccccc2)cc1	8	-5	-13	-11	-1	2	15	-1	-2	-8	10
Cc1noc(C)c1C(=O)OCC(=O)NC(c1ccccc1)c1ccccc1	-2	-17	1	-7	1	2	11	-6	-15	5	-16
Cc1ccc(S(=O)(=O)n2c(N)nc3ccccc32)cc1	1	1	7	0	-8	0	5	8	1	11	-10
Additional results
SMILES	LRH-1 inv ag	SRC2 inh	NOD2 RIPK2 PPI	COUP-TFII inh	Exocytosis inh	ABHD5 PLIN5 PPI	NCOA3 inh	TROY signal inh	SRC1 inh	TWEAK Fn14 block	TLR9-MyD88 block
CCN(CC)C(=O)C1CCCN(C(=O)Nc2ccc3nsnc3c2)C1 (stereo unspecified)	5	-12	-1	-3	-1	-12	13	-3	-14	-11	4
CC(=O)Nc1ccc(NCC(=O)c2ccccc2)cc1	20	2	-12	-4	6	8	6	-48	-21	-18	-7
COc1cccc(NC(=O)c2ccc(NC(=O)C(C)(C)C)cc2)c1	-109	-48	-10	-29	2	3	-38	-48	-66	-15	5
CC(C)(C)c1ccc(C(=O)/C(C#N)=C/c2cccs2)cc1	-20	-10	-4	22	-9	3	0	41	-3	3	-7
Cc1ccc(S(=O)(=O)N/N=C/c2cccc3nccnc23)cc1	2	15	3	-1	-9	-4	13	-11	1	3	-3
O=C(COC(=O)Cc1ccc(Cl)cc1)Nc1ccc2[nH]c(=O)[nH]c2c1	-15	-6	-4	1	12	7	-20	-14	-25	-14	1
Cn1c(=O)c2c(ncn2CC(=O)N2CCN(C(=O)c3ccco3)CC2)n(C)c1=O	-12	-17	-2	-2	1	0	-2	-14	-2	4	6

Only part of the results is shown, so the mix of outcomes need not match the whole.
